MITF act: activators of MITF-driven TRPM1 promoter reporter, primary screen, cell-based, SK-MEL-5, luciferase, single point; AID 588334, 2011; SK-MEL-5 TRPM1-promoter luciferase, 24 h; % of positive control, neutral wells = 0; 300,000 tested, 0.75% active; activation, % at 12.5 µM;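 active = mean activation of at least 80% with every replicate also reaching 80%; inconclusive = mean reaches 80% but some replicate falls short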;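 note: 0% = neutral control wells and 100% = parthenolide positive control wells; values of inactives mirror those of a sister screen read the other way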
PKA-R2B act: activators of PKA-R2B holoenzyme, primary screen, biochemical, fluorescence polarization, Cy5-IP20, human. AID 504700, 2011. activation, % at 11.4 µM. cAMP-dependent protein kinase catalytic subunit beta (Homo sapiens) + cAMP-dependent …. 340,000 tested, 0.079% active. PKA-R2B holoenzyme dissociation; R2B truncated from residue 108, S112A mutant; 0% DMSO only, 100% 113 µM cGMP;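 active = activation above a cutoff set at the mean over all compounds plus 3 SD, cut at about 18% in these data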;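 note: higher means more holoenzyme dissociation and a rise in polarization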
Arrestin-AP2 inh: inhibitors of beta-arrestin/AP2 binding, primary screen, biochemical, GPCR trafficking, flow cytometry; beta-arrestin 1 C-terminal peptide binding to AP2 beta2-adaptin appendage (human); FITC-arrestin peptide / GST-AP2 beads; AP2 beta2 appendage carries R879A mutation; inhibition, % at 10 µM; 340,000 tested, 0.31% active; AID 504490, 2011;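 active = inhibition above a set limit, near 3 SD of compounds lacking own fluorescence, cut at about 54% in these data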;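 note: plate controls were DMSO wells for no effect and 5 µM unlabelled arrestin peptide for full effect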
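Material – AP2 appendage R879A on GSH beads · Buffer or medium – PBS with 0.05% Tween 20 and 0.1% BSA · Probe or stimulus – fluorescein-tagged arrestin peptide at 50 nM final · Incubation – compound with beads 12 min RT, then probe 1 h RT · Detection – high-throughput flow cytometry of beads, ex 488, em 535 nm · Evaluation – percent response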
PKA-R1A act: activators of PKA-R1A holoenzyme, primary screen, biochemical, fluorescence polarization, Cy5-IP20, bovine R1A, mouse PKAc; cAMP-dependent protein kinase type I-alpha regulatory subunit (Bos taurus) + …; PKA-R1A dissociation; scaled: DMSO 0%, 113 µM cGMP 100%; activation, % at 11.4 µM; 340,000 tested, 0.083% active; AID 504707, 2011;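 active = percent activation above the mean of all tested compounds plus 3 SD, cut at about 19% in these data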;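 note: higher means more PKAc released from R1A so a rise in polarization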
CDK5 inh: inhibitors of human CDK5/p35 kinase, primary screen, biochemical, single concentration. inhibition, % at 10 µM. Recombinant CDK5/p35, ADP-Glo luminescence, 60 min. 330,000 tested, 0.01% active. AID 488839, 2010;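 active = highest replicate inhibition of at least 50% and at least 75% of replicates reaching 50%; inconclusive = only one of the two criteria met; inactive = both criteria failed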;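 note: plate controls were DMSO neutral control for no effect and GW8510 at 10 µM for full effect; many of its hits are not listed in these tables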
NSD2 HMT inh: NSD2 histone methyltransferase inhibitors, primary screen, biochemical, AlphaScreen, single concentration, set 2. Histone-lysine N-methyltransferase NSD2 (Homo sapiens), O96028. NSD2 peptide methylation, 120 min. inhibition, % at 12.5 µM. 310,000 tested, 0.54% active; in the data active = inhibition above about 50%
SR-BI uptake up: activators of SR-BI mediated DiI-HDL uptake, primary screen, ldlA[mSR-BI] CHO cells, DiI fluorescence. 3 h; 100 = double the neutral-control signal. activation, % at 12.5 µM. 320,000 tested, 0.096% active;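 active = mean replicate activation of at least 60% and every replicate at or above 60%; inconclusive = mean or all-replicate condition met, but not both; inactive = mean below 60% and not all replicates reaching 60%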;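 note: 0% = median plate neutral-control signal and 100% = twice that signal; values of inactives mirror those of a sister screen read the other way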
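Material – SR-BI-overexpressing, LDLR-lacking CHO cells · Medium – BSA-supplemented, HEPES-buffered Ham's F12, pH 7.4 · Doses – single concentration · Times – compound with DiI-HDL co-incubation, 3 h at 37 °C · Measured by – bottom-read fluorescence, 550/595 nm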
Mot1-301 SUMO: yeast Mot1-301 growth rescue at high temperature, primary screen, SUMOylation pathway inhibitor project, S. cerevisiae, ATP luminescence, 38.5C; 320,000 tested, 1% active; growth rescue, % at 18.8 µM; AID 2716, 2010; S. cerevisiae Mot1-301 growth rescue; percent above DMSO median, 100 means doubled;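 active = every valid replicate shows activation above 250% relative to neutral control wells; inactive = the rest, any valid replicate at or below 250%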;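 note: OY570 slx delta 5 strain wells were the positive control but not used for scaling; some compounds called inactive have numbers as strong as hits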
SR-BI HDL uptake: inhibitors of SR-BI mediated HDL lipid uptake, primary screen, ldlA[mSR-BI] cells, fluorescence, single point; ldlA[mSR-BI] CHO cells, DiI-HDL uptake fluorescence, 3 h; AID 488896, 2010; Scavenger receptor class B member 1 (Mus musculus), Q61009; inhibition, % at 12.5 µM; 320,000 tested, 0.96% active;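 active = mean replicate inhibition of at least 70% and a set share of replicates each scoring 70 or more; inconclusive = meets just one of the two criteria; inactive = fails both criteria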;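 note: 0% = median of neutral control wells and 100% = median of positive control wells; values of inactives mirror those of a sister screen read the other way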
dFosB activator: activators of delta FosB homodimer, primary screen, biochemical, fluorescence polarization, TAMRA-CDK5 oligo, single point. Protein FosB (Mus musculus), P13346. purified delta FosB; percent of positive-control signal above neutral wells. activation, % at 25 µM. 340,000 tested, 0.99% active;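 active = mean activation above about 17%, with every replicate also reaching it, limit read from the data, passing the limit was not always enough; inconclusive = only one of the two conditions met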;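 note: fluorescence polarization rise as delta FosB binds a TAMRA Cdk5 AP-1 oligo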
DSG3 Ab inh: inhibitors of pemphigus antibody binding to DSG3, primary screen, biochemical, bead-based, flow cytometry, scFv-GFP; DSG3-coupled beads, scFv-anti-DSG3-GFP binding; active compounds read low; binding (percent of control), % at 10 µM; 310,000 tested, 0.48% active; AID 588358, 2011;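 active = binding more than 3 SD below its plate's average and above zero; inconclusive = below that plate limit but binding exactly zero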;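 note: hits lower antibody fragment binding to DSG3; some compounds called inactive have numbers as strong as hits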
* marks the source's active call; other numbers are inactive results; ? = inconclusive; . = no result given; & = joins results of further samples. Rows are unselected (roughly 4.7% active in at least one column).

SMILES | MITF act | DSG3 Ab inh | SR-BI uptake up | NSD2 HMT inh | Mot1-301 SUMO | PKA-R1A act | PKA-R2B act | CDK5 inh | dFosB activator | SR-BI HDL uptake | Arrestin-AP2 inh
CCN(CC)c1ccc(C(=C2C=CC(=[N+](CC)CC)C=C2)c2ccccc2)cc1 | -108 | 92 | -54 | 27 | . | 4 | -9 | 9.1 | -11 | 54 | 14
COC(=O)C1CCN(C(=O)COC(=O)c2ccc(OC)c(S(=O)(=O)N3CCCc4ccccc43)c2)CC1 | -9 | 95 | -24 | 1 | 370 | -14 | -7 | -0.4 | -3 | 24 | 5
O=C(CNCc1ccccc1)NC1C2CC3CC(C2)CC1C3 (centres undefined) | . | 119 | -4 | -2 | -19 | -8 | -5 | -5.1 | -8 | 4 | -3
O=C(O)CN1C(=O)/C(=C/c2ccc(SCc3ccccc3)o2)SC1=S | 18 | 99 | 17 | 54* | . | -6 | -7 | 0.9 | -9 | -17 | 33
COc1cc(OC)c(OC)cc1/C=N/n1c(C)nc2ccccc2c1=O | 12 | 105 | -2 | -1 | 2 | 0 | -3 | 1.8 | 6 | 2 | 28
Cc1ccc(NC(=O)CCC(=O)N/N=C/c2ccc(O)cc2O)cc1 | . | 97 | -11 | -3 | 120 | 9 | -3 | 0.6 | 0 | 11 | -21
COc1ccc(NC(=S)N(CCCN2CCOCC2)C(C)c2cc3cccc(OC)c3o2)cc1 (centres undefined) | 4 | 89 | . | -2 | -24 | 3 | -4 | 0.8 | -17 | . | -15
CSc1nc2ccc(NC(=O)NC(=O)c3c(F)cccc3F)cc2s1 | . | . | -15 | 6 | 12 | -18 | -7 | 0.7 | 3 | 15 | -14
COc1ccc2c(CC(=O)N3CCc4cc(OC)c(OC)cc4C3)coc2c1 | -9 | . | -8 | 2 | -16 | 0 | -2 | 0.2 | -9 | 8 | -6
CCc1nc(SCC(=O)Nc2ccc(N(C)C)cc2)c2ccccc2n1 | -6 | 81 | -18 | 0 | 20 | -10 | -8 | 0.2 | -7 | 18 | 40
CCOC(=O)c1c(NC(=O)CSc2nc3c(c(=O)n(C)c(=O)n3C)n2C(C)C)sc(C)c1C | 5 | . | -26 | 1 | -9 | 1 | 0 | -0.5 | -8 | 26 | -6
C#CCOCCOCCOCCNc1nc(N2CCN(C(=O)CCCCCCCCCCNC(=O)Cn3cc(C[C@@H](C)O)nn3)CC2)nc(N2CCN(C(=O)CCCCCCCCCCNC(=O)[C@H](CCCCN)n3cc(CCCC(=O)O)nn3)CC2)n1 | 10 | 122 | 19 | . | 88 | -4 | -1 | 1.0 | -21 | -19 | 0
CCC1CCc2c(sc(NC(=O)c3ccco3)c2C(N)=O)C1 (centres undefined) | . | 105 | -48 | 10 | -2 | 7 | -9 | -0.3 | 1 | 48 | 13
COc1ccc(CCCC(=O)N/N=C/c2cccc(OC)c2O)cc1C | -24 | 119 | -3 | -1 | 137 | 4 | 7 | -0.1 | -4 | 3 | 9
O=C1CC[C@H](O)CCN1CCSc1ccc(Br)cc1 | 22 | 102 | 13 | . | 4 | -4 | -6 | -1.8 | -3 | -13 | -7
Nc1nnc(SCc2c(F)cccc2Cl)s1 | . | 99 | 9 | -1 | -1 | 6 | -7 | -0.1 | 3 | -9 | 44
COc1cccc(CCC(=O)N(C)C2CCCN(Cc3ccccc3F)C2)c1 (centres undefined) | 9 | 102 | -15 | 1 | 7 | 2 | -10 | 0.9 | -8 | 15 | -1
Cc1c(NS(=O)(=O)c2ccc(N(C)C3CCCCC3)c([N+](=O)[O-])c2)c(=O)n(-c2ccccc2)n1C | -4 | 101 | -19 | 36 | 9 | 0 | -9 | -0.1 | -2 | 19 | -7
COC(=O)c1cc(NC(=O)CC2Oc3ccccc3NC2=O)cc(C(=O)OC)c1 (centres undefined) | -10 | 120 | -24 | -1 | -21 | 2 | 4 | -0.1 | -17 | 24 | 8
Cc1ccc(N(CC(=O)NC2CCCCC2)C(=O)CCCC(=O)Nc2ccccn2)cc1 | -6 | 108 | . | -4 | 5 | -2 | -11 | 0.8 | -10 | . | -8
COc1cccc2sc(N(CCCN(C)C)C(=O)CCS(=O)(=O)c3ccccc3)nc12 | -30 | 104 | . | 10&27 | 37 | 9 | 1 | 2.2 | -6 | 15 | 16
COc1cc(/C=C/C(=O)OCC(=O)c2ccc[nH]2)cc(OC)c1OC | -1 | 111 | -74 | 1 | 7 | 4 | 1 | 0.9 | -12 | ? | 11
COc1ccc(CNC(=O)CSc2nnc(Cn3nnc4ccccc43)n2C)cc1 | 5 | 102 | -5 | -4 | 13 | 7 | 7 | -8.6 | 0 | 5 | 1
O=C(Nc1ccc2c(c1)OCCO2)c1cc2ccccc2o1 | 27 | 104 | -31 | . | 21 | -15 | -2 | 0.4 | -2 | 31 | -4
CCN(CC)S(=O)(=O)c1ccc(NC(=O)c2cnc(C)cn2)cc1 | -10 | 114 | 1 | -2 | 7 | 3 | 2 | -0.8 | -4 | -1 | 38
CCCCn1c(N)c(N(CCOC)C(=O)c2ccc(OCc3c(C)noc3C)cc2)c(=O)[nH]c1=O | . | 108 | 22 | 2 | -19 | 7 | -2 | -2.4 | -7 | -22 | -10
Cc1ccccc1-n1c(Cn2c(=O)sc3ccccc32)nnc1SCC(=O)NCC1CCCO1 (centres undefined) | 0 | 105 | 12 | . | 9 | 1 | -5 | -0.6 | 0 | -12 | 30
CC(=O)c1cccc(N2C(=NC(=O)C3CCCCC3)SC3CS(=O)(=O)CC32)c1 (centres undefined) | 3 | 126 | . | 0 | 477* | -9 | 0 | -4.8 | -5 | . | -1
CC(C)N(Cc1nc(-c2ccccc2)no1)C(=O)Cc1ccccc1 | . | 102 | -16 | . | -2 | 2 | -15 | -0.7 | -3 | 16 | 3
CN(c1ccc(OCC(=O)OCC(=O)Nc2ccc(F)cc2)cc1)S(=O)(=O)c1ccc(Cl)cc1 | -5 | 96 | 22 | -1 | -7 | 3 | -2 | 0.2 | -17 | -22 | 4
CC(C)Oc1ccc(C(=O)OCC(=O)NC2CCCCCC2)cc1 | 13 | 85 | 5 | -5 | 2 | -9 | -3 | -5.1 | -11 | -5 | 0
CCCCSCCCNC(=O)CS(=O)Cc1nc(-c2cccc(C)c2)oc1C (centres undefined) | . | 98 | -14 | 1 | -27 | 11 | 2 | 2.5 | 5 | 14 | 9
COc1ccc(CN2CCC(Cc3ccccc3)CC2)c(C)c1C | 3 | 111 | 0 | -5 | 9 | -4 | 5 | 0.6 | -4 | 0 | -4
CC(C)NC(=O)C1CCCN(S(=O)(=O)c2ccc(-n3cnnn3)cc2)C1 (centres undefined) | 6 | 95 | 43 | 2 | 97 | 6 | 0 | -1.4 | 1 | -43 | 17
CC(=O)Nc1ncc(N=Nc2cccc(C(F)(F)F)c2)s1 | 30 | 112 | 16 | 0 | 7 | 3 | -7 | 4.8 | -1 | -16 | 1
COc1ccc(NC(=O)c2ccc(C)cc2)c(OC)c1 | 24 | 97 | 2 | 0 | 187 | -14 | -2 | 0.9 | 1 | -2 | -3
Cc1c(C(=S)Nc2ccccc2)cnn1-c1ccccc1 | 96* | 85 | -19 | 0 | 12 | -2 | -7 | 2.5 | -3 | 19 | 29
CC1CCN(C(=O)COc2ccc(S(=O)(=O)N3CCOCC3)cc2)CC1 | -4 | 102 | 2 | 10 | 4 | -5 | -11 | 2.2 | -2 | -2 | -11
COc1ccc(C2(C(=O)NCc3ccccc3Cl)CCOCC2)cc1OC | 1 | 96 | 19 | 0 | -9 | -13 | -6 | -1.0 | 5 | -19 | 17
CSC1=C(C#N)C(c2ccccc2Cl)C(C(C)=O)=C(C)N1 (centres undefined) | -3 | 95 | -8 | . | 16 | -3 | 3 | -0.9 | 0 | 8 | 3
[N-]=[N+]=NCCN1CCN(Cc2ccccc2)CCC1=O | 10 | 100 | 3 | . | 27 | -13 | -2 | -0.6 | 6 | -3 | -5
CC(=O)Nc1ccc(C2NC(=S)N(c3ccccc3C(F)(F)F)C(C)=C2C(=O)N2CCOCC2)cc1 (centres undefined) | -8 | 117 | . | -3 | 2 | -9 | -6 | -2.3 | -6 | . | 12
CCOC(=O)c1nnn2c1nc(N(CC)CC)c1ccccc12 | . | 96 | -12 | -6 | 116 | -6 | -1 | -0.8 | -36 | 12 | 13
O=C(N/N=C/C(Br)=C/c1ccccc1)C(O)c1ccccc1 (centres undefined) | . | 100 | 1 | 2 | -36 | -5 | -1 | 2.1 | -6 | -1 | 5
Cc1cc(/C=N/NC(=O)c2nn(C)cc2Cl)c(C)n1-c1cccc(Br)c1 | 17 | 90 | -37 | -2 | 29 | -12 | -6 | 2.2 | -6 | 37 | 10
Nc1nonc1-n1nnc(C(=O)c2ccccc2)c1-c1ccccc1 | . | 105 | -25 | . | 4 | -19 | -9 | -1.3 | -7 | 25 | 23
O=C(NCCc1ccc(C(F)(F)F)cc1)c1ccc(Cl)nc1 | 9 | 93 | -8 | -10 | 27 | -14 | 0 | -1.5 | -6 | 8 | -5
